Screening results as filed in PubChem BioAssay.
PKA-R2B activ: activates the human PKA-R2B holoenzyme complex | P22694+P31323 | activation, % at 11.4 µM | AID 504700 | PKA-R2B holoenzyme dissociation, Cy5-IP20 fluorescence polarization; R2B truncated from residue 108, S112A mutant; 0% DMSO only, 100% 113 µM cGMP | 340,000 compounds, 0.079% hits;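 active = activation above a cutoff set at the mean over all compounds plus 3 SD, cut at about 18% in these data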;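 also: higher means more holoenzyme dissociation and a rise in polarization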
SR-BI DiI-HDL act: enhances SR-BI lipid uptake from DiI-HDL; CHO ldlA[mSR-BI] cells, DiI-HDL uptake fluorescence, 3 h; 100 = double the neutral-control signal; activation, % at 12.5 µM; 320,000 compounds, 0.096% hits; AID 504775;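 active = mean replicate activation of at least 60% and every replicate at or above 60%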;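 also: 0% = median plate neutral-control signal and 100% = twice that signal; values of inactives mirror those of a sister screen read the other way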
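material = CHO ldlA[mSR-BI] cells | medium = Ham's F12 with 0.5% BSA, HEPES 25 mM, pH 7.4 | reagent = fluorescent DiI-HDL, 10 µg/mL final | compound dosing = single-point compound dose | incubation = 3 h, 37 °C | measured by = bottom-read fluorescence, 550/595 nm | measure = HDL uptake via cellular fluorescence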
CDK5 p35 inh: inhibitors of human CDK5/p35 kinase. Recombinant CDK5/p35, ADP-Glo luminescence, 60 min. 330,000 compounds, 0.01% hits. inhibition, % at 10 µM. Q00535+Q15078;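 active = highest replicate inhibition of at least 50% and at least 75% of replicates reaching 50%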;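 also: plate controls were DMSO neutral control for no effect and GW8510 at 10 µM for full effect; many of its hits are not listed in these tables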
SR-BI HDL uptake: inhibitors of mouse SR-BI mediated HDL lipid uptake | inhibition, % at 12.5 µM | Q61009 | 320,000 compounds, 0.96% hits | ldlA[mSR-BI] CHO cells, DiI-HDL uptake fluorescence, 3 h;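 active = mean replicate inhibition of at least 70% and a set share of replicates each scoring 70 or more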;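 also: 0% = median of neutral control wells and 100% = median of positive control wells; values of inactives mirror those of a sister screen read the other way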
dFosB activator: activators of mouse delta FosB homodimer; P13346; purified delta FosB, TAMRA-CDK5 oligo fluorescence polarization; percent of positive-control signal above neutral wells; activation, % at 25 µM; 340,000 compounds, 0.99% hits;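 active = mean activation above about 17%, with every replicate also reaching it, limit read from the data, passing the limit was not always enough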;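 also: fluorescence polarization rise as delta FosB binds a TAMRA Cdk5 AP-1 oligo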
NSD2 HMT inh: NSD2 (human) methyltransferase inhibition. O96028. NSD2 peptide methylation, AlphaScreen, 120 min. inhibition, % at 12.5 µM. 310,000 compounds, 0.54% hits. AID 743445; in the data active = inhibition above about 50%
MITF TRPM1 HTS: MITF TRPM1 promoter activation in melanoma cells. SK-MEL-5 TRPM1-promoter luciferase, 24 h; % of positive control, neutral wells = 0. activation, % at 12.5 µM. 300,000 compounds, 0.75% hits;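 active = mean activation of at least 80% with every replicate also reaching 80%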;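 also: 0% = neutral control wells and 100% = parthenolide positive control wells; values of inactives mirror those of a sister screen read the other way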
Arrestin-AP2 inh: human beta-arrestin and AP2 interaction inhibition | FITC-arrestin peptide / GST-AP2 beads, flow cytometry; AP2 beta2 appendage carries R879A mutation | inhibition, % at 10 µM | 340,000 compounds, 0.31% hits;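 active = inhibition above a set limit, near 3 SD of compounds lacking own fluorescence, cut at about 54% in these data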;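 also: plate controls were DMSO wells for no effect and 5 µM unlabelled arrestin peptide for full effect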
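System: GST-AP2 R879A glutathione beads | Also added: FITC-arrestin peptide, 50 nM | Times: 12 min plus 1 h, RT | Signal: Bead flow cytometry, FITC channel | Buffer or medium: PBS with 0.05% Tween 20 and 0.1% BSA | Read-out basis: Percent drop in bead-associated FITC signal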
DSG3 Ab inh: human desmoglein-3 autoantibody binding inhibition | binding (percent of control), % at 10 µM | P32926 | 310,000 compounds, 0.48% hits | DSG3-coupled beads, scFv-anti-DSG3-GFP binding, flow cytometry; active compounds read low;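 active = binding more than 3 SD below its plate's average and above zero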;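 also: hits lower antibody fragment binding to DSG3; some compounds called inactive have numbers as strong as hits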
Target sequence (P32926 whole entry, looked up, the tested form may be a part): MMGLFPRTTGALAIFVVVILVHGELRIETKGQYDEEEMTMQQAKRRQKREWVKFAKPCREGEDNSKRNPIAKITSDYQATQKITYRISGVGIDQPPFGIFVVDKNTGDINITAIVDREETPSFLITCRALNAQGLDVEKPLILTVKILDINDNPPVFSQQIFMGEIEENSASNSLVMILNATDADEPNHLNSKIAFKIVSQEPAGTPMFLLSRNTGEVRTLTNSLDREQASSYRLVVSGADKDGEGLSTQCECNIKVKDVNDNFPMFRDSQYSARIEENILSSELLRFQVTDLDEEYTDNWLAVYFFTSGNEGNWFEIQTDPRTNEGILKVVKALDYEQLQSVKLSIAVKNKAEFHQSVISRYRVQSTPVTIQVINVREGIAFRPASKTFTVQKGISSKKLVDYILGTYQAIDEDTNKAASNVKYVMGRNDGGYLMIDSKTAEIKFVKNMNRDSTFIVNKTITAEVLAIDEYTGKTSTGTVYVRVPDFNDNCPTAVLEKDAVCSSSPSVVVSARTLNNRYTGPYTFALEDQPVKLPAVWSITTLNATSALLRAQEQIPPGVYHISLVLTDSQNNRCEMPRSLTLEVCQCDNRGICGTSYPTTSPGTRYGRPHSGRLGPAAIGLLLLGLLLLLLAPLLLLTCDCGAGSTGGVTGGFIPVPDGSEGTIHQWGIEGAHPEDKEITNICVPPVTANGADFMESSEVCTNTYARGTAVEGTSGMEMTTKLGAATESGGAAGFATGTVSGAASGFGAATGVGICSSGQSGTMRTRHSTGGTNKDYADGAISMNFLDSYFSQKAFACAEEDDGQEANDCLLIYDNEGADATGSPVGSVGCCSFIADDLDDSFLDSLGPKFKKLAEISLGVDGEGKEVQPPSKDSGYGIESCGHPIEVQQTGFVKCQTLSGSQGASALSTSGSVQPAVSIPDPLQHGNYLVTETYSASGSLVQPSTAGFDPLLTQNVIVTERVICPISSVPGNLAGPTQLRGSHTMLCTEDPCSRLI
PKA-R1A act: PKA-R1A complex activation | activation, % at 11.4 µM | AID 504707 | PKA-R1A dissociation, Cy5-IP20 fluorescence polarization; scaled: DMSO 0%, 113 µM cGMP 100% | 340,000 compounds, 0.083% hits;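 active = percent activation above the mean of all tested compounds plus 3 SD, cut at about 19% in these data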;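 also: higher means more PKAc released from R1A so a rise in polarization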
SUMO Mot1 rescue: SUMOylation pathway inhibition by Mot1-301 growth rescue. growth rescue, % at 18.8 µM. 320,000 compounds, 1% hits. S. cerevisiae Mot1-301 growth rescue, ATP luminescence, 38.5C; percent above DMSO median, 100 means doubled;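 active = every valid replicate shows activation above 250% relative to neutral control wells; inactive = the rest, any valid replicate at or below 250%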;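 also: OY570 slx delta 5 strain wells were the positive control but not used for scaling; some compounds called inactive have numbers as strong as hits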
Starred values were filed as active, the others as inactive; . = not tested or not shown.

SMILES	PKA-R2B activ	SR-BI DiI-HDL act	CDK5 p35 inh	SR-BI HDL uptake	dFosB activator	NSD2 HMT inh	MITF TRPM1 HTS	Arrestin-AP2 inh	DSG3 Ab inh	PKA-R1A act	SUMO Mot1 rescue
CCCCC(=O)N1CCN(c2nc3ccc(Br)cc3s2)CC1	3	4	-2.1	-4	-7	-4	10	12	.	-5	4
O=C(CSc1nc(-c2ccccc2)cc(C(F)(F)F)n1)NCc1cccs1	-2	-54	-1.6	54	27*	-2	16	17	125	4	-1
COc1ccc(CC(=O)NCc2ccccc2Cl)cc1S(=O)(=O)N1CCOCC1	9	10	1.4	-10	-7	-1	-7	0	99	7	-16
Cc1sc2nc(CSCC(=O)N(C)CC(=O)Nc3ccc(F)cc3)[nH]c(=O)c2c1C	-7	-54	-0.8	54	-4	1	14	27	104	-5	25
Nc1nc(Cl)cc(N2CCC(c3cc(-c4ccc(Cl)cc4)n[nH]3)CC2)n1	-8	-4	-1.9	4	-14	-1	-66	33	95	-16	-1
NC1=NCc2ccccc21	10	27	-1.1	-27	-3	0	6	-4	97	-4	199
Cc1sc(NC(=S)Nc2ccc(F)cc2)c(C(N)=O)c1C	-7	-37	2.0	37	1	0	3	21	100	-2	414
O=C(OCc1nnc(-c2ccccc2)o1)c1cc(S(=O)(=O)N2CCOCC2)ccc1F	0	12	-0.6	-12	-7	0	-3	-11	102	7	-2
COc1ccc(C(C(=O)NC2CCCC2)N(C(=O)c2ccco2)c2ccccc2OC)cc1 (centres undefined)	-3	.	1.0	.	-11	2	3	17	118	-1	1
CNS(=O)(=O)c1cc(OC)c(OC)cc1CC(=O)OC	0	16	0.5	-16	4	-5	5	42	87	-14	-13
CCc1nc(NCCC(C)C)c(C#N)c2c1CCCC2	-4	28	1.0	-28	-10	-10	-5	14	105	-17	231
N#Cc1cccc(S(=O)(=O)NCC(=O)NCc2ccc3c(c2)OCO3)c1	1	11	0.3	-11	-4	0	-8	-9	96	3	-7
CNC(=O)C(=O)NCC(c1cccs1)S(=O)(=O)c1ccc(F)cc1 (centres undefined)	-1	3	-0.8	-3	-12	-1	-4	1	.	0	-5
COC(=O)[C@]12C(=O)C(C)=C(O)[C@@]1(C)C(C)=CC1[C@@]34CC[C@@H](OC(C)=O)C(C)(C)C3C(C[C@]12C)OC4=O (some centres undefined)	2	-11	-0.7	11	4	.	-2	0	104	-5	-4
CC1CCCCC1NCC(=O)NCc1ccc(F)cc1 (centres undefined)	-2	24	0.5	-24	-4	.	18	25	94	4	159
O=c1cnnc(Nc2ccc(Cl)c(C(F)(F)F)c2)[nH]1	-7	6	0.3	-6	-3	-2	-4	17	106	-12	-18
Cc1ccc(S(=O)(=O)N(C#N)c2nc(C)cc(C)n2)cc1	6	1	-7.1	-1	6	-1	6	2	106	-3	2
CCSc1nc(C)nc2c1oc1ccccc12	4	2	0.8	-2	-15	-2	-4	4	106	9	0
N#Cc1ccc(C(=O)Nc2nc(-c3cccs3)c(C(=O)C(F)(F)F)s2)cc1	7	-4	-1.2	4	9	.	-15	-5	97	-13	-8
O=C(NNc1nc2c(F)cccc2s1)c1cc(=O)c2ccccc2o1	-5	-14	0.0	14	2	.	-14	-3	98	1	-2
Cc1ccc(S(=O)(=O)Nc2ccc3ccccc3c2)cc1	0	11	1.5	-11	-24	-2	9	12	116	2	.
CN1CCN(S(=O)(=O)c2ccc(NC(=O)c3ccc(F)cc3)cc2)CC1	-6	7	-4.2	-7	-6	1	2	0	116	3	51
COC(=O)c1ccc(-c2nc(O)c(C)s2)cc1	-6	22	0.3	-22	-3	2	2	-13	98	-3	1
O=C(c1ccncc1)N1CCN(S(=O)(=O)c2cccc(Cl)c2)CC1	-1	-8	-0.4	8	2	2	15	7	93	9	2
Nc1nc(Nc2ccccc2)nc2c1ncn2[C@@H]1O[C@H](CO)[C@@H](O)[C@H]1O	-2	7	1.8	-7	11	.	10	-1	102	-7	-2
The listing continues:
SMILES	PKA-R2B activ	SR-BI DiI-HDL act	CDK5 p35 inh	SR-BI HDL uptake	dFosB activator	NSD2 HMT inh	MITF TRPM1 HTS	Arrestin-AP2 inh	DSG3 Ab inh	PKA-R1A act	SUMO Mot1 rescue
CC(C)(C)c1csc(Sc2ncccc2[N+](=O)[O-])n1	-9	-16	6.2	16	3	2	.	6	103	-10	16
Cc1noc(NS(=O)(=O)c2ccc(NC(=O)c3oc4ccc(Cl)cc4c3C)cc2)c1C	5	20	-2.2	-20	12	1	4	-4	100	-2	2
Cc1ccccc1Cn1c2ccccc2c2cn[nH]c(=O)c21	13	-46	0.9	46	-13	-2	-1	5	107	3	-8
COC(=O)c1ccc(C2CC(=O)NC3=C2C(=O)CCC3)cc1 (centres undefined)	-4	-17	0.2	17	4	1	-13	10	98	-6	2
O=C(CNC(=O)c1ccc(Br)o1)Nc1ccc(N2CCCCCC2)cc1	0	2	-0.3	-2	-5	5	20	3	102	6	.
O=C(O)CCC(=O)N1N=C(c2ccccc2)CC1c1ccc2nccnc2c1 (centres undefined)	1	1	2.3	-1	2	2	-4	-9	104	-6	.
COc1c2occc2c(OC)c2c(=O)cc(C(F)(F)C(F)(F)F)oc12	-2	14	2.0	7	5	-1	-6	4	103	-2	9
Cn1c(=O)[nH]c(=O)c2[nH]c(CN3CCN(C(=O)c4ccco4)CC3)nc21	-15	-10	0.6	10	7	15	.	5	96	-2	-19
O=C(CSc1nc(-c2ccccc2)cc(C(F)(F)F)n1)NCc1ccco1	9	-22	-1.2	22	5	-4	8	2	96	-6	-15
O=C(COC(=O)c1ccc(Br)cc1)NC(=O)NCc1ccccc1	6	15	1.8	-15	-1	-3	-1	-4	.	5	15
O=C(COC(=O)c1ccc(S(=O)(=O)N2CCc3ccccc3C2)cc1)NC1CCS(=O)(=O)C1 (centres undefined)	3	38	-0.2	-38	4	-2	3	16	67*	8	-2
O=C(CN1C(=O)NC2(CCCCC2)C1=O)N1CCN(c2ncccn2)CC1	-3	27	1.8	-27	2	-1	-4	10	.	4	-11
COc1ccc(CN2C(=NC(=O)C3CC3)SC3CS(=O)(=O)CC32)cc1OC (centres undefined)	-6	13	0.8	-13	-10	-1	-5	10	106	0	-3
CC1CCN(CCOc2cc(Cl)ccc2Cl)CC1	-8	5	0.8	-5	1	8	-5	-9	103	-12	161
Cc1ccccc1Nc1nc(N)nc(CSc2nncn2C)n1	0	15	0.0	-15	-1	0	3	-21	81	6	14
CCN1CCN(C(=O)c2[nH]c3ccc(OC)cc3c2C)CC1	-7	12	-0.4	-12	4	8	4	-6	89	3	20
COc1ccc2nc(SC(C)C(=O)NC3CCCC3)[nH]c2c1 (centres undefined)	-5	9	-1.5	-9	-7	-7	0	28	95	7	.
COc1ccc2c(c1)[C@H]1[C@H](CO2)[C@H](c2ccccc2)[C@]2(C)C(=O)Nc3ccccc3C(=O)N12	6	42	-1.3	-42	-6	.	-16	3	103	-8	109
CCN(CC(=O)NCCN1CCOCC1)S(=O)(=O)c1ccc(F)cc1	-3	.	-0.2	.	3	-1	1	-5	.	2	-10
C=C(C)CNC(=S)N/N=C/c1ccc(N2CCOCC2)cc1	-4	14	-2.0	-14	-5	-1	-1	8	110	0	-15
CN(C(=O)CCN1C(=O)/C(=C/c2ccccc2F)SC1=S)C1CCS(=O)(=O)C1 (centres undefined)	-3	9	0.8	-9	-8	-1	-13	-8	103	-10	-6
CN(C)S(=O)(=O)c1cc(NC(=O)CNCc2ccc(F)cc2)ccc1Cl	-3	-19	2.1	19	-2	-3	7	32	92	3	5
Brc1ccc2ncc(Br)cc2c1	-14	7	.	-7	-7	-1	11	-1	96	-7	-12
Cc1cccnc1NC(=O)C1CCN(S(=O)(=O)c2ccc3c(c2)CCC(=O)N3)CC1	0	2	1.4	-2	-11	.	0	-6	112	0	3
CC(C)N1C(=O)C2(OCCCO2)c2cc(Br)ccc21	0	8	-1.0	-8	8	0	.	0	105	-1	5

Filtered by structure, those above containing a furan ring, fused or not
SMILES	PKA-R2B activ	SR-BI DiI-HDL act	CDK5 p35 inh	SR-BI HDL uptake	dFosB activator	NSD2 HMT inh	MITF TRPM1 HTS	Arrestin-AP2 inh	DSG3 Ab inh	PKA-R1A act	SUMO Mot1 rescue
COc1ccc(C(C(=O)NC2CCCC2)N(C(=O)c2ccco2)c2ccccc2OC)cc1 (centres undefined)	-3	.	1.0	.	-11	2	3	17	118	-1	1
CCSc1nc(C)nc2c1oc1ccccc12	4	2	0.8	-2	-15	-2	-4	4	106	9	0
Cc1noc(NS(=O)(=O)c2ccc(NC(=O)c3oc4ccc(Cl)cc4c3C)cc2)c1C	5	20	-2.2	-20	12	1	4	-4	100	-2	2
O=C(CNC(=O)c1ccc(Br)o1)Nc1ccc(N2CCCCCC2)cc1	0	2	-0.3	-2	-5	5	20	3	102	6	.
COc1c2occc2c(OC)c2c(=O)cc(C(F)(F)C(F)(F)F)oc12	-2	14	2.0	7	5	-1	-6	4	103	-2	9
Cn1c(=O)[nH]c(=O)c2[nH]c(CN3CCN(C(=O)c4ccco4)CC3)nc21	-15	-10	0.6	10	7	15	.	5	96	-2	-19
O=C(CSc1nc(-c2ccccc2)cc(C(F)(F)F)n1)NCc1ccco1	9	-22	-1.2	22	5	-4	8	2	96	-6	-15
